Screens as filed in PubChem BioAssay.
NSD2 inh: blocks human histone methyltransferase NSD2 | O96028 | NSD2 peptide methylation, AlphaScreen, 120 min | inhibition, % at 12.5 µM | hit rate 0.54% among 310,000 | AID 743445; in the data active = inhibition above about 50%
DAGLB inhibitor: diacylglycerol lipase beta (human) inhibition | hit rate 0.059% among 340,000 | HEK293T DAGLB membrane lysate, EnzChek fluorogenic substrate | Q8NCG7 | inhibition, % at 5.17 µM; in the data active = inhibition above about 34%;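 note: 0% = enzyme with vehicle and 100% = wells lacking enzyme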
Arrestin-AP2 inh: inhibitors of human beta-arrestin and AP2 interaction. AID 504490. FITC-arrestin peptide / GST-AP2 beads, flow cytometry; AP2 beta2 appendage carries R879A mutation. hit rate 0.31% among 340,000. inhibition, % at 10 µM;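 active = inhibition above a set limit, near 3 SD of compounds lacking own fluorescence, cut at about 54% in these data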;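 note: plate controls were DMSO wells for no effect and 5 µM unlabelled arrestin peptide for full effect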
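system = GST-tagged AP2 beta2-adaptin appendage (R879A) on 4 µm glutathione beads | reagent = FITC-labelled arrestin peptide probe, 50 nM final | schedule = compound with beads 12 min RT, then probe 1 h RT | signal = HyperCyt-sampled flow cytometry, FL1 channel, ex 488/em 535 nm | read-out = percent response from loss of bead-bound FITC fluorescence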
SR-BI DiI-HDL act: SR-BI HDL lipid transfer activation. activation, % at 12.5 µM. CHO ldlA[mSR-BI] cells, DiI-HDL uptake fluorescence, 3 h; 100 = double the neutral-control signal. hit rate 0.096% among 320,000;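 active = mean replicate activation of at least 60% and every replicate at or above 60%; inconclusive = mean or all-replicate condition met, but not both; inactive = mean below 60% and not all replicates reaching 60%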;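 note: 0% = median plate neutral-control signal and 100% = twice that signal; values of inactives mirror those of a sister screen read the other way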
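Material – SR-BI-overexpressing, LDLR-lacking CHO cells · Medium – BSA-supplemented, HEPES-buffered Ham's F12, pH 7.4 · Doses – single concentration · Times – compound with DiI-HDL co-incubation, 3 h at 37 °C · Measured by – bottom-read fluorescence, 550/595 nm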
Cardiac RTF inh: cardiac RTF calcium desensitization. P19429+P45379. IANBD-labeled cardiac RTF, Ca2+ fluorescence. inhibition, % at 7.15 µM. hit rate 0.12% among 340,000;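 active = inhibition above the mean inhibition of all tested compounds plus 3 SD, cut at about 17% in these data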;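 note: assay run at fixed EC70 calcium of 1.6 mM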
PvdQ acylase: P. aeruginosa PvdQ acylase inhibition. purified PvdQ acylase, fluorescence plate reader. inhibition, % at 10 µM. hit rate 0.063% among 340,000. AID 488965; in the data active = inhibition above about 30%, passing the limit was not always enough; inconclusive = no clear call, values can overlap the other calls;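 note: 0% = vehicle neutral wells and 100% = reference inhibitor wells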
PKA-R2B activ: activates the human PKA-R2B holoenzyme complex. P22694+P31323. activation, % at 11.4 µM. hit rate 0.079% among 340,000. AID 504700. PKA-R2B holoenzyme dissociation, Cy5-IP20 fluorescence polarization; R2B truncated from residue 108, S112A mutant; 0% DMSO only, 100% 113 µM cGMP;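 active = activation above a cutoff set at the mean over all compounds plus 3 SD, cut at about 18% in these data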;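 note: higher means more holoenzyme dissociation and a rise in polarization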
C-LANA FP: KSHV C-LANA DNA binding inhibition. MBP-C-LANA/FAM-LBS DNA binding, fluorescence polarization. inhibition, % at 9 µM. hit rate 0.078% among 340,000. AID 504423;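 active = highest replicate inhibition at or above 60% at 9 µM, even if other replicates fall short; inactive = all replicates below 60% inhibition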;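 note: 0% = neutral control wells and 100% = 4 µM acridine orange control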
Keap1-Nrf2 PPI: inhibitors of human Keap1-Nrf2 protein-protein interaction | inhibition, % at 9.4 µM | hit rate 0.15% among 340,000 | AID 504523 | Keap1 Kelch-Nrf2 peptide fluorescence polarization, 1536-well | Q14145; in the data active = inhibition above about 12%; inconclusive = no clear call, values can overlap the other calls; inactive = below about 7.3%;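 note: human Keap1 Kelch domain with fluorescein labeled Nrf2 9mer peptide probe; 0% = neutral control wells and 100% = peptide positive control; higher means more block of Keap1 binding to Nrf2 peptide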
Target sequence (Q14145 whole entry, looked up, the tested form may be a part): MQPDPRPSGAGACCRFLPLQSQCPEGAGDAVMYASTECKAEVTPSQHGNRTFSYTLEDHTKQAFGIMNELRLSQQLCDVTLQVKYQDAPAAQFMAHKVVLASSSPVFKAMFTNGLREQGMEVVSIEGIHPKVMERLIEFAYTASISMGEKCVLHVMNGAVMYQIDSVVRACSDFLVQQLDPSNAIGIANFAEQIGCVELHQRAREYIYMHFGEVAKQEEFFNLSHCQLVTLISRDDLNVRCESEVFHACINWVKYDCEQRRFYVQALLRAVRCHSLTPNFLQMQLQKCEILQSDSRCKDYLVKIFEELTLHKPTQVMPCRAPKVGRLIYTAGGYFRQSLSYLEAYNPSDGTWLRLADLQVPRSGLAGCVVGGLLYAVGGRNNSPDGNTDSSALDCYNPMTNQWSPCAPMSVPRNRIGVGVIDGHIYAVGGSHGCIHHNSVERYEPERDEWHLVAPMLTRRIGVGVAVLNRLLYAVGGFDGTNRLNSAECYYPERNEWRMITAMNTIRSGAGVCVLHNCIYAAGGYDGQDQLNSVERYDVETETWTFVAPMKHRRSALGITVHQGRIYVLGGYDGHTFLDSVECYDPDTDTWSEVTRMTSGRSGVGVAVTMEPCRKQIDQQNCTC
SR-BI DiI inh: mouse SR-BI HDL lipid transfer inhibition; Q61009; ldlA[mSR-BI] CHO cells, DiI-HDL uptake fluorescence, 3 h; inhibition, % at 12.5 µM; hit rate 0.96% among 320,000; AID 488896;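 active = mean replicate inhibition of at least 70% and a set share of replicates each scoring 70 or more; inconclusive = meets just one of the two criteria; inactive = fails both criteria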;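 note: 0% = median of neutral control wells and 100% = median of positive control wells; values of inactives mirror those of a sister screen read the other way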
Target sequence (Q61009 whole entry, looked up): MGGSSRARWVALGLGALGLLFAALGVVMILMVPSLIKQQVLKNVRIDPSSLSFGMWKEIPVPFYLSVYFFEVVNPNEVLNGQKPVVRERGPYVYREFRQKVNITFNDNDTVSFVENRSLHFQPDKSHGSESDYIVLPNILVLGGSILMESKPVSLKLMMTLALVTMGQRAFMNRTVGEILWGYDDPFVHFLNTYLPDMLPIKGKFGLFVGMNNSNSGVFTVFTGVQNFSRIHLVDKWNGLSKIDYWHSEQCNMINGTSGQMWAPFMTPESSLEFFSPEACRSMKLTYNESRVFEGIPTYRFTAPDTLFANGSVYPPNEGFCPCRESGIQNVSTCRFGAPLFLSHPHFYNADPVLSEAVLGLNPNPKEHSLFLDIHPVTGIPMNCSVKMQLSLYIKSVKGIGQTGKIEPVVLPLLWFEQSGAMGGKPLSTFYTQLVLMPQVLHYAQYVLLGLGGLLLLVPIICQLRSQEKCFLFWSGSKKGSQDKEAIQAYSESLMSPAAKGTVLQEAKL
The depositor's hits bear a star; ? = inconclusive; / = not tested or not shown; & = joins results of further samples.

#	Compound	C-LANA FP	Arrestin-AP2 inh	NSD2 inh	SR-BI DiI inh	Keap1-Nrf2 PPI
1	Cc1sc2nc(CSc3ccccc3)nc(N3CCN(C)CC3)c2c1C	-4.2	-2	7	-26	0
2	COc1ccccc1C1NC=C([N+](=O)[O-])C=C1[N+](=O)[O-] (configuration not stated)	-0.1	/	7	7	-6
3	Nc1c(N(CCC2=CCCCC2)C(=O)c2ccco2)c(=O)[nH]c(=O)n1Cc1ccccc1	2.8	-7	-2	-15	0
4	Clc1ccc(CSc2nnc([C@@H]3CCCN3)o2)cc1	-0.4	1	1	-49	1
5	CCOC(=O)c1cn2nc(Oc3cccc(F)c3)ccc2n1	0.3	47	14	-5	2
6	Cc1ccc(-n2cccc2/C=N/n2cnnc2)cc1Cl	2.1	-4	12	0	3
7	Cc1cccc(N2CCN(CCCNC(=O)c3ccc(NC(=O)C4=CSCCO4)cc3)CC2C)c1 (configuration not stated)	-1.7	33	/	45	-6
8	CCc1cc(CNC(=O)c2ccc(OC3CCN(C(C)=O)CC3)c(OC)c2)on1	4.0	6	1	-8	8
9	CCCn1c(N)c(C(=O)CSc2nnc(-c3ccoc3C)n2C)c(=O)n(C)c1=O	0.6	13	1	-8	3
10	Cc1ccc(C)c(NC(=O)C(Sc2nnc(-c3cccs3)o2)c2ccccc2)c1 (configuration not stated)	-0.1	27	-1	-36	1
11	COc1ccccc1NS(=O)(=O)c1ccc(C(=O)OCC(=O)NCc2ccco2)cc1	-0.5	16	2	-7	-2
12	O=C(Nc1cc(Cl)ccc1Cl)N1CCCC1	-0.2	-6	2	0	1
13	O=C(COC(=O)c1ccc(Cl)nc1)Nc1ccc2c(c1)CCC2	3.2	44	-2	-4	-1
14	CCCCN1C2=C(C(=O)CC(C)(C)C2)C(c2ccccc2)C2=C1c1ccccc1C2=O (configuration not stated)	0.9	9	/	8	-3
15	FC(F)(F)c1cccc(NC(=S)Nc2cccc(NC(=S)Nc3cccc(C(F)(F)F)c3)n2)c1	-1.5	13	-1	41	-1

#	PKA-R2B activ	PvdQ acylase	Cardiac RTF inh	DAGLB inhibitor	SR-BI DiI-HDL act
1	-1	8	-22	-3	26
2	9	-2	-2	3	-7
3	-15	-10	-7	0	15
4	6	-16	-3	-3	49
5	6	-1	-2	1	5
6	-7	-6	-2	0	0
7	12	-12	2	3	-45
8	-1	0	-1	2	8
9	-2	19	-6	-2	8
10	-8	6	3	-2	36
11	4	-7	-1	4	7
12	-7	-8	-13	-1	0
13	-4	9	-1	-4	4
14	-2	-12	-1	4	-8
15	-2	-3	-12	1	-41

Fetched by compound from the list above (2):
#	Compound	C-LANA FP	Arrestin-AP2 inh	NSD2 inh	SR-BI DiI inh	Keap1-Nrf2 PPI
3	Nc1c(N(CCC2=CCCCC2)C(=O)c2ccco2)c(=O)[nH]c(=O)n1Cc1ccccc1	2.8	-7	-2	-15	0
4	Clc1ccc(CSc2nnc([C@@H]3CCCN3)o2)cc1	-0.4	1	1	-49	1

#	PKA-R2B activ	PvdQ acylase	Cardiac RTF inh	DAGLB inhibitor	SR-BI DiI-HDL act
3	-15	-10	-7	0	15
4	6	-16	-3	-3	49

Additional records
#	Compound	C-LANA FP	Arrestin-AP2 inh	NSD2 inh	SR-BI DiI inh	Keap1-Nrf2 PPI
16	O=C1C(=O)N(CCN2CCCCC2)c2ccccc21	0.3	26	3	-29	-1
17	O=C(CN1C(=O)NC2(CCCC2)C1=O)N1CCN(S(=O)(=O)c2ccccc2[N+](=O)[O-])CC1	0.3	20	-1	-29	1
18	CCOc1ccc(C(=O)N2CCc3ccccc32)cc1OCC	0.2	0	5	10	-2
19	COc1ccc(-c2nnc(-c3cc4c(ccc5ccccc54)oc3=O)o2)cc1	3.2	3	-8	-16&7	-2
20	Cc1onc(-c2ccccc2Cl)c1C(=O)NCCCN1CCOCC1	-1.2	-2	0	/	2
21	COc1ccccc1Cn1c(CO)nc2ccccc21	-4.4	-1	/	-4	-2
22	Cc1ccc(S(=O)(=O)NCC(C)NS(=O)(=O)c2ccc(C)cc2)cc1 (configuration not stated)	-1.8	-15	-2	-5	-2
23	CCOC(=O)N1CCN(S(=O)(=O)c2cc(Cl)c(OC)cc2Cl)CC1	-0.4	26	-5	48	3
24	Cc1ccc(S(=O)(=O)N2CCC(C(=O)N3CCCC3C(=O)N[C@@H](CC(C)C)C(=O)NCC(N)=O)CC2)cc1 (some centres not stated)	-0.5	11	/	4	-6
25	CN(CC(=O)Nc1ccc(F)c(Cl)c1)S(=O)(=O)c1ccc2c(c1)n(C)c(=O)c(=O)n2C	-0.1	-6	13	-64	-1
26	Cc1ccc(-c2csc3ncnc(Oc4cccc5ccc(C)nc45)c23)cc1	0.9	-3	-3	21	-4
27	O=C(CSCc1cccc(F)c1)NCc1ccccc1	0.9	7	11	-22	1
28	O=C(Nc1cc(S(=O)(=O)N2CCCCCC2)ccc1OCC(F)(F)F)c1ccc(=O)[nH]c1	0.0	-5	0	-16	-3
29	O=S(=O)(Nc1nc2ccccc2nc1-[n+]1ccccc1)c1ccc(Cl)cc1	-0.1	36	0	/	2
30	Oc1ccccc1CNc1cccc2cccnc12	0.8	-3	53*	14	-5

#	PKA-R2B activ	PvdQ acylase	Cardiac RTF inh	DAGLB inhibitor	SR-BI DiI-HDL act
16	-3	-2	1	-2	29
17	-1	1	-10	-2	29
18	-2	-11	-2	-2	-10
19	-7	-6&-31	-9	-2	16&-7
20	-5	-15	-8	-2	/
21	-3	-14	3	-1	4
22	10	-16	-6	-2	5
23	-5	3	1	-1	-48
24	-4	-12	0	-2	-4
25	-12	-9	0	1	?
26	5	-17	-6	-1	-21
27	-6	-10	-10	-3	22
28	3	-13	-1	-1	16
29	7	1	-3	1	/
30	-13	-24	2	5	-14

Carrying on:
#	Compound	C-LANA FP	Arrestin-AP2 inh	NSD2 inh	SR-BI DiI inh	Keap1-Nrf2 PPI
31	Cc1nc(NC(=O)Nc2ccc(Cl)cc2)sc1C	-1.1	11	3	27	-4
32	Cc1ccc(CNC(=O)Cn2c([N+](=O)[O-])cnc2C)cc1	1.6	1	/	-7	3
33	CC(=O)c1ccc2noc(-c3ccccc3)c2c1	-1.5	6	7	12	-5
34	Cc1ccccc1NC(=O)c1ccccc1N(C)S(=O)(=O)c1ccccc1	-0.9	24	-2	/	1
35	O=C(OCc1c(-c2ccccc2)ncc2ccccc12)c1cccc(Br)c1	-0.9	2	/	8	-5
36	Cc1cc(CNC(=O)c2cccc3c2C(=O)c2ccc(-c4ccc(F)cc4OCc4ccccc4)cc2S3(=O)=O)c(C(F)(F)F)o1	-1.1	-1	/	90*	-1
37	O=C(O)c1ccc(CSc2nnc(-c3ccccc3Cl)n2-c2ccccc2)cc1	0.4	-8	-3	-18	-3
38	Cc1ccc(C)c(NC(NC(=O)c2ccccn2)C(Cl)(Cl)Cl)c1 (configuration not stated)	-2.1	12	-2	16	-3
39	CCOc1ccc(NC(=O)C2CCCN(c3cnccn3)C2)cc1 (configuration not stated)	0.6	17	-4	-18	0
40	CN(C)CCCNC(=O)C(=O)NCC1CCCO1 (configuration not stated)	0.3	12	0	-11	-2
41	CC(=O)Nc1ccc(S(=O)(=O)NC2(C(F)(F)F)C(=O)Nc3c2c(=O)[nH]c(=O)n3Cc2ccccc2)cc1 (configuration not stated)	-0.6	/	3	-19	3
42	CN(CC(=O)NCc1ccccc1)S(=O)(=O)c1cnc[nH]1	-1.1	-3	-3	-34	-2
43	O=C(Cc1ccc(Br)cc1)OCC(=O)c1ccc2c(c1)OCCO2	-0.8	8	-1	-15	-7
44	CCC(=O)N1CCc2cc(S(=O)(=O)CCC(=O)NC(C)CC)ccc21 (configuration not stated)	-0.7	5	-6	-2	-6
45	O=C(C1=C[C@H](c2ccc(Br)cc2)C[C@H](OCCCCO)O1)N1CCOCC1	-0.9	-7	/	-24	-9

#	PKA-R2B activ	PvdQ acylase	Cardiac RTF inh	DAGLB inhibitor	SR-BI DiI-HDL act
31	-4	9	6	-3	-27
32	15	-2	-1	2	7
33	-6	-3	-2	1	-12
34	-2	2	-2	0	/
35	-7	-8	-7	-6	-8
36	-19	-1	7	10	-90
37	-1	-8	-6	2	17
38	7	10	-5	1	-16
39	8	-2	-6	0	18
40	-3	-16	-9	0	11
41	-3	17	-3	2	19
42	-11	-9	-13	-2	34
43	-7	-4	-5	-13	15
44	-9	-14	-4	-1	2
45	0	-1	-6	0	24

Among those listed so far, 3 contain a nitro group on carbon:
#	Compound	C-LANA FP	Arrestin-AP2 inh	NSD2 inh	SR-BI DiI inh	Keap1-Nrf2 PPI
2	COc1ccccc1C1NC=C([N+](=O)[O-])C=C1[N+](=O)[O-] (configuration not stated)	-0.1	/	7	7	-6
17	O=C(CN1C(=O)NC2(CCCC2)C1=O)N1CCN(S(=O)(=O)c2ccccc2[N+](=O)[O-])CC1	0.3	20	-1	-29	1
32	Cc1ccc(CNC(=O)Cn2c([N+](=O)[O-])cnc2C)cc1	1.6	1	/	-7	3

#	PKA-R2B activ	PvdQ acylase	Cardiac RTF inh	DAGLB inhibitor	SR-BI DiI-HDL act
2	9	-2	-2	3	-7
17	-1	1	-10	-2	29
32	15	-2	-1	2	7

(next part)
#	Compound	C-LANA FP	Arrestin-AP2 inh	NSD2 inh	SR-BI DiI inh	Keap1-Nrf2 PPI
46	CN(C)CCCNCC(=O)Nc1ccccc1N1CCOCC1	0.1	0	15	0	-1
47	CCOC(=O)CCC(=O)Nc1ccc(S(=O)(=O)N2CCCCC2)cc1	1.2	-17	-1	-6	-2
48	CCOC(=O)C1CCN(C(=O)C2CCCN(S(=O)(=O)c3ccc(OC)c(Cl)c3)C2)CC1 (configuration not stated)	-0.7	-4	4	-8	3
49	O=C(c1cccc([N+](=O)[O-])c1)N1CC2C3C=CC(C3)C2C1 (configuration not stated)	0.3	14	2	/	-2
50	CCN(CC)S(=O)(=O)c1ccc(N2CCOCC2)c(NC(=O)c2ccc(F)cc2)c1	-1.6	5	0	5	-3
51	CCCSc1nnc2c(n1)OC(c1cccn1C)N(C(C)=O)c1ccccc1-2 (configuration not stated)	-1.9	9	5	-9	0
52	CN(CC(=O)Nc1ncn[nH]1)S(=O)(=O)c1cc(Cl)ccc1Cl	0.1	-4	-1	1	0
53	Cc1ccc(C(=O)NCCc2ccncc2)cc1	-0.8	-17	0	-15	-2
54	CCOc1ccc(NC(=S)N(C)C)cc1	-0.4	0	-1	-16	-4

#	PKA-R2B activ	PvdQ acylase	Cardiac RTF inh	DAGLB inhibitor	SR-BI DiI-HDL act
46	-8	-13	-5	3	0
47	2	-11	13	-1	6
48	-17	-5	-2	-1	8
49	-3	43*	-13	0	/
50	0	-17	5	-3	-5
51	-1	7	1	1	9
52	-1	-24	0	1	-1
53	6	-8	-8	-1	15
54	-8	-12	7	2	16
